Source: PubChem (MTDP)
RNase H inhibition – RNase H inhibition, HIV 1 Gag Pol polyprotein, FRET biochemical assay, screening (AID 372) | one-dose inhibition, % at 10 µM; IC50 in µM for titrated hits | HIV-1 RT RNase H, FRET RNA/DNA substrate fluorescence; higher % means a stronger effect | actives 0.77% (n = 100,000); in the data active means inhibition above about 50%
The depositor's hits bear a star. Only part of the results is shown; the hit share may differ from the screen's.

SMILES	RNase H inhibition
N#CC1=C(N)Oc2c(c(=O)oc3ccccc23)C1c1cccc(Cl)c1 (stereo not drawn)	0%
O=C1NC(=S)N(c2ccc(Br)cc2)C(=O)/C1=C\c1ccc(-c2cccc(C(=O)O)c2)o1	19%
COc1ccc(/C=C2\C(=O)C3CCN2CC3)c(OC)c1	11%
CCOc1cc(C=C2C(=O)NC(=O)NC2=O)cc(Cl)c1O	13%
N#Cc1ccc(NC(=O)c2ccco2)cc1Cl	12%
CCCOP(=O)(OCCC)/C(C#N)=C(/C)O	2%
CCN(Cc1ccccc1)C(=O)C(Cl)(Cl)Cl	10%
O=[N+]([O-])c1ccc(CNCCc2ccccc2)cc1	10%
CCOc1ccc(N2C(=O)NC(=O)/C(=C/c3ccc(C)cc3)C2=O)cc1	5%
Cc1cccc(-n2c(-c3cccs3)nc3ccccc3c2=O)c1	11%
CCOc1ccc2ccccc2c1/C=C1\C(=O)NC(=S)N(c2ccccc2)C1=O	5%
COc1ccc(-n2c(-c3ccccc3F)nc3ccccc3c2=O)cc1	0%
Cc1cc(C)c(C(=O)C(C)N)c(C)c1 (stereo not drawn)	9%
Cc1cccc(-n2c(/C=C\c3ccc(Cl)cc3)nc3ccccc3c2=O)c1	9%
Cc1ccc(C=C2C(=O)NC(=O)NC2=O)cc1[N+](=O)[O-]	12%
CCC1(CC)C(=O)NC(=O)N(Cc2ccccc2)C1=O	8%
CCCCOc1cc(C)cc2oc(=O)c3c(c12)CCCC3	21%
COc1ccc(CN2CCN(CCO)CC2)c(OC)c1	9%
COc1cc(OC)c(OC)cc1CN1CCNCC1	1%
CC1(C)C(C(=O)Nc2cccc3ccccc23)C1(C)C	4%
N#CC1=C(N)Oc2c(c(=O)oc3ccccc23)C1c1ccccc1C(F)(F)F (stereo not drawn)	2%
O=C(Nc1ccccc1OC(=O)N1CCOCC1)N1CCOCC1	0%
O=[N+]([O-])c1ccc(CNCCc2cccc(Cl)c2)cc1	0%
O=c1c2ccccc2nc(-c2ccco2)n1-c1ccncc1	4%
N#Cc1c(/N=C/c2c(O)ccc3ccccc23)sc2c1CCCC2	7%
Cc1cc(C=C2C(=O)NC(=O)NC2=O)c(C)n1-c1ccc(N(C)C)cc1	8%
COc1cc(C(=O)NCC(=O)Nc2ccc(Br)cc2C(=O)c2ccccc2)cc(OC)c1OC	10%
O=C(Nc1ccc(Br)cc1C(=O)c1ccccc1)c1ccc(F)cc1	20%
CC(C)Oc1c(Br)cc(Br)cc1C=C(C#N)C#N	26%
CN1CCC2(CCN(Cc3ccccc3)C2)C1 (stereo not drawn)	7%
Cc1ccc(C)c(N2CCN(Cc3ccc(Cl)cc3Cl)CC2)c1	2%
O=C1NC(=O)N(c2ccccc2)C(=O)/C1=C\c1ccc2c3c(cccc13)CC2	27%
CN1CCN(Cc2cc(I)cc(I)c2O)CC1	0%
COc1cc(C)c(CNCCc2ccccc2F)cc1C	6%
Cc1ccc(-n2c(C)cc(/C=C3\C(=O)NC(=S)N(c4ccccc4)C3=O)c2C)cc1	6%
CC(=O)c1ccc(N2CCN(Cc3cccc(Br)c3)CC2)cc1	4%
Cc1cc(C)cc(N2C(=O)NC(=O)/C(=C\c3cc(C)n(C)c3C)C2=O)c1	25%
CN1CCN(Cc2c(Cl)cccc2Cl)CC1	11%
Cc1c(CCN)c2ccccc2n1-c1ccccc1	8%
Fc1cccc(CN2CCN(Cc3ccc4c(c3)OCO4)CC2)c1	5%
O=C(CP(=S)(c1ccccc1)c1ccccc1)N(c1ccccc1)c1ccccc1	13%
O=c1oc2ccccc2c2c1C(c1ccc(Br)cc1)c1c(c3ccccc3oc1=O)O2	0%
Cc1cccc(-n2c(=S)[nH]c3ccccc3c2=O)c1	3%
CCCCn1c(=O)c(C(=O)Nc2ccc(Br)cc2)c(O)c2ccccc21	4%
CCOc1ccc(CN(CCc2ccc3c(c2)OCO3)Cc2ccccc2)cc1	15%
CC1(C)CN1S(=O)(=O)c1ccccc1 (stereo not drawn)	6%
O=C1NC(=S)N(c2ccc(F)cc2)C(=O)/C1=C/c1ccc2c(c1)OCO2	18%
OCCN1CCN(Cc2ccc(F)cc2F)CC1	36%
COc1ccc(CN2CCN(C(=O)Cc3ccccc3)CC2)cc1	19%
CN(C)C(=O)Oc1ccc(Br)c2ccccc12	0%
CN1CCN(c2ccccc2[N+](=O)[O-])CC1	0%
Cc1ccc(-n2c(/C=C/c3ccc(Br)cc3)nc3ccccc3c2=O)cc1	14%
COc1ccccc1-n1c(/C=C/c2ccc(O)c(O)c2)nc2ccccc2c1=O	48%
CCOC(=O)C1=C(N)OC(C)=C(C(C)=O)C12C(=O)Nc1ccccc12 (stereo not drawn)	10%
C=CCN1C(=O)NC(=O)/C(=C\c2ccc(C(=O)O)cc2)C1=O	4%
O=Cc1cn(Cc2ccc(Cl)c(Cl)c2)c2ccccc12	20%
CCOc1ccc(CN2CCN(C(=O)COc3ccc(Br)cc3)CC2)cc1	6%
CCOc1cc(C)cc2oc(=O)c3c(c12)CCCC3	5%
COC(=O)c1ccc(OP(=O)(Oc2ccc(C(=O)OC)cc2)SC(C)C)cc1	0%
O=c1c2ccccc2nc(/C=C/c2cccc(Br)c2)n1-c1ccccc1	4%

The listing continues:
SMILES	RNase H inhibition
CCCCCCOC(=O)C1CN1C(C)(C)CO (stereo not drawn)	24%
CCOc1ccc(CN(CCc2ccc3c(c2)OCO3)Cc2cccc(Cl)c2)cc1	5%
N#CC(C#N)=Cc1ccc(Cl)cc1Cl	3%
CCCCCn1c(=O)c(C(=O)Nc2ccncc2)c(O)c2ccccc21	9%
CN1C(=O)C(=Cc2cccc([N+](=O)[O-])c2)C(=O)N(C)C1=O	12%
O=C1NC(=O)N(CCc2ccc(F)cc2)C(=O)/C1=C\c1cccs1	5%
CC1CCN(c2ccc(/C=N/N/C(N)=N\[N+](=O)[O-])cc2[N+](=O)[O-])CC1	17%
Cc1cccc(-n2c(/C=C/c3cc(Br)ccc3O)nc3ccccc3c2=O)c1	21%
Nc1ccc(C2(c3ccc(N)cc3)CCCCC2)cc1	11%
Cc1cc(C=C2C(=O)NC(=S)NC2=O)c(C)n1C	15%
CCOC(=O)c1c(N)n(CCCOC(=O)c2ccc([N+](=O)[O-])c(Cl)c2)c2nc3ccccc3nc12	15%
CCOP(=O)(OCC)C(=O)c1ccccc1F	24%
O=C1c2ccccc2C(=O)N1CC1CS1 (stereo not drawn)	0%
CC(C)CC12CN3CCN(CC(C3)C1O)C2 (stereo not drawn)	5%
Cc1cc(/C=C2/C(=O)NC(=O)N(Cc3ccco3)C2=O)c(C)n1-c1ccc(C(=O)O)cc1	4%
CCOC(=O)c1c(C)n(Cc2ccccc2)c2c1cc(OC(C)=O)c1c2c(-c2ccccc2)nn1-c1ccccc1	13%
O=c1cccc2n1C[C@H]1C[C@@H]2CN(Cc2cc([N+](=O)[O-])ccc2O)C1	4%
c1cncc(CN2CCN(C3CC4CCC3C4)CC2)c1 (stereo not drawn)	4%
Fc1ccccc1CN1CCN(c2ccccc2F)CC1	4%
COc1cc(OC)c(OC)cc1C=C1C(=O)NC(=O)N(Cc2ccccc2)C1=O	1%
O=C1NC(=S)N(c2ccc(F)cc2)C(=O)/C1=C/c1ccc(Br)o1	20%
COc1ccc(-c2nc3ccccc3c(=O)n2-c2cccnc2)cc1	0%
O=[N+]([O-])c1ccc(NCCNCCO)c2ncccc12	0%
O=C1c2ccccc2C(=O)N1Cc1nc2ccccc2c(=O)n1-c1ccc(Br)cn1	8%
CCCC1(c2ccccc2)C(=O)NC(=O)NC1=O	4%
CCCCn1c(NC(=O)c2cccc([N+](=O)[O-])c2)c(C(=O)OCC)c2nc3ccccc3nc21	16%
CCOC(=O)c1c(CN2CCCCC2)n(Cc2ccccc2)c2c1cc(OC(C)=O)c1c2c(-c2ccccc2)nn1-c1ccccc1	5%
CCOC(=O)c1c(N)n(Cc2ccccc2C(F)(F)F)c2nc3ccccc3nc12	9%
N/C(=N\[N+](=O)[O-])N1CCN(S(=O)(=O)c2ccc([N+](=O)[O-])cc2)CC1	12%
Cc1cnc(NC(=O)c2c(O)c3ccccc3n(CCC(C)C)c2=O)s1	19%
O=c1cccc2n1CC1CC2CN(c2nc(N3CCOCC3)nc(N3CCOCC3)n2)C1 (stereo not drawn)	6%
CSc1ccc(C2C(C#N)=C(N)Oc3c2c(=O)oc2ccccc32)cc1 (stereo not drawn)	7%
CN1C(=O)NC(=O)/C(=C/c2ccc(I)o2)C1=O	14%
COc1ccccc1CN1CCN(Cc2ccccc2F)CC1	1%
CCNc1ccc(Br)cc1C(=O)c1ccccc1	5%
CCCn1c(C)c(C(=O)OCC)c2cc(O)ccc21	0%
COc1ccc(OC)c(CN2CCN(c3ccc(F)cc3)CC2)c1	4%
O=C1NC(=O)C(=Cc2ccc(-c3cc([N+](=O)[O-])ccc3O)o2)C(=O)N1	38%
CCOP(=O)(OCC)c1ccccc1O	1%
Cc1cc(C)c(C(Cl)Cl)c(C)c1C=C(C#N)C#N	4%

Given as labelled records: entries from further up
O=C1NC(=O)C(=Cc2ccc(-c3cc([N+](=O)[O-])ccc3O)o2)C(=O)N1
- RNase H inhibition: 38%
COc1ccccc1CN1CCN(Cc2ccccc2F)CC1
- RNase H inhibition: 1%
Cc1cnc(NC(=O)c2c(O)c3ccccc3n(CCC(C)C)c2=O)s1
- RNase H inhibition: 19%

Additional entries:
SMILES	RNase H inhibition
O=C1NC(=O)N(c2ccc(Cl)cc2)C(=O)/C1=C/c1ccccc1	9%
CCN1CCN(Cc2ccc3c(c2)OCO3)CC1	0%
O=C1NC(=S)NC(=O)C1=Cc1cn(Cc2ccccc2)c2ccccc12	12%
O=C(CNC(=O)c1ccccc1Cl)Nc1ccc(Br)cc1C(=O)c1ccccc1	7%
O=C(Nc1cccc2ccccc12)NC1CN2CCC1CC2 (stereo not drawn)	8%
Cc1ccc(CN2CCN(CCO)CC2)cc1	15%
Cc1cccc(NC(=O)C2C(C)(C)C2(C)C)c1C	6%
CCN1CCN(Cc2ccc(OC)c(C)c2C)CC1	7%
O=P(Oc1ccccc1)(Oc1ccccc1)OC1CCS(=O)(=O)C1 (stereo not drawn)	0%
COc1ccc(CCNCc2ccccc2[N+](=O)[O-])cc1OC	6%
O=Cc1cn(Cc2ccc([N+](=O)[O-])cc2)c2ccccc12	8%
COc1ccccc1/C=C1\C(=O)NC(=S)N(c2ccccc2OC)C1=O	0%
CC(Cc1ccccc1)NC(=O)CN1CCCC1=O (stereo not drawn)	0%

Another view of 33 compounds above:
| molecule | RNase H inhibition |
| --- | --- |
| O=C1NC(=S)N(c2ccc(F)cc2)C(=O)/C1=C/c1ccc(Br)o1 | 20% |
| COc1ccc(-c2nc3ccccc3c(=O)n2-c2cccnc2)cc1 | 0% |
| O=[N+]([O-])c1ccc(NCCNCCO)c2ncccc12 | 0% |
| O=C1c2ccccc2C(=O)N1Cc1nc2ccccc2c(=O)n1-c1ccc(Br)cn1 | 8% |
| CCCC1(c2ccccc2)C(=O)NC(=O)NC1=O | 4% |
| CCCCn1c(NC(=O)c2cccc([N+](=O)[O-])c2)c(C(=O)OCC)c2nc3ccccc3nc21 | 16% |
| CCOC(=O)c1c(CN2CCCCC2)n(Cc2ccccc2)c2c1cc(OC(C)=O)c1c2c(-c2ccccc2)nn1-c1ccccc1 | 5% |
| CCOC(=O)c1c(N)n(Cc2ccccc2C(F)(F)F)c2nc3ccccc3nc12 | 9% |
| N/C(=N\[N+](=O)[O-])N1CCN(S(=O)(=O)c2ccc([N+](=O)[O-])cc2)CC1 | 12% |
| Cc1cnc(NC(=O)c2c(O)c3ccccc3n(CCC(C)C)c2=O)s1 | 19% |
| O=c1cccc2n1CC1CC2CN(c2nc(N3CCOCC3)nc(N3CCOCC3)n2)C1 (stereo not drawn) | 6% |
| CSc1ccc(C2C(C#N)=C(N)Oc3c2c(=O)oc2ccccc32)cc1 (stereo not drawn) | 7% |
| CN1C(=O)NC(=O)/C(=C/c2ccc(I)o2)C1=O | 14% |
| COc1ccccc1CN1CCN(Cc2ccccc2F)CC1 | 1% |
| CCNc1ccc(Br)cc1C(=O)c1ccccc1 | 5% |
| CCCn1c(C)c(C(=O)OCC)c2cc(O)ccc21 | 0% |
| COc1ccc(OC)c(CN2CCN(c3ccc(F)cc3)CC2)c1 | 4% |
| O=C1NC(=O)C(=Cc2ccc(-c3cc([N+](=O)[O-])ccc3O)o2)C(=O)N1 | 38% |
| CCOP(=O)(OCC)c1ccccc1O | 1% |
| Cc1cc(C)c(C(Cl)Cl)c(C)c1C=C(C#N)C#N | 4% |
| O=C1NC(=O)N(c2ccc(Cl)cc2)C(=O)/C1=C/c1ccccc1 | 9% |
| CCN1CCN(Cc2ccc3c(c2)OCO3)CC1 | 0% |
| O=C1NC(=S)NC(=O)C1=Cc1cn(Cc2ccccc2)c2ccccc12 | 12% |
| O=C(CNC(=O)c1ccccc1Cl)Nc1ccc(Br)cc1C(=O)c1ccccc1 | 7% |
| O=C(Nc1cccc2ccccc12)NC1CN2CCC1CC2 (stereo not drawn) | 8% |
| Cc1ccc(CN2CCN(CCO)CC2)cc1 | 15% |
| Cc1cccc(NC(=O)C2C(C)(C)C2(C)C)c1C | 6% |
| CCN1CCN(Cc2ccc(OC)c(C)c2C)CC1 | 7% |
| O=P(Oc1ccccc1)(Oc1ccccc1)OC1CCS(=O)(=O)C1 (stereo not drawn) | 0% |
| COc1ccc(CCNCc2ccccc2[N+](=O)[O-])cc1OC | 6% |
| O=Cc1cn(Cc2ccc([N+](=O)[O-])cc2)c2ccccc12 | 8% |
| COc1ccccc1/C=C1\C(=O)NC(=S)N(c2ccccc2OC)C1=O | 0% |
| CC(Cc1ccccc1)NC(=O)CN1CCCC1=O (stereo not drawn) | 0% |
